Source: PubChem BioAssay
Rac1 wt modul: alters GTP binding to wildtype human Rac1 | AID 757 | GTP binding activity (% of control), % at 10 µM | P63000 | GST-Rac1 beads, fluorescent GTP binding, flow cytometry; actives lie on both sides; 0 = cold GTP competed, 100 = untreated | actives 0.27% (n = 190,000);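 active means GTP binding activity at least 20 points away from the 100% control level, either lower or higher; inconclusive means compound flagged as likely green fluorescent, judged across all proteins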
Bim-Mcl-1: inhibitors of Bim-Mcl-1 interaction, human; Q07820; inhibition, % at 10 µM; Bead-based flow cytometry, Bim peptide-Mcl-1 binding; actives 0.1% (n = 190,000); AID 1009; in the data active means inhibition above about 40%;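 further: 0% = no compound tracer wells and 100% = peptide blocker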
Target sequence (Q07820 whole entry, looked up): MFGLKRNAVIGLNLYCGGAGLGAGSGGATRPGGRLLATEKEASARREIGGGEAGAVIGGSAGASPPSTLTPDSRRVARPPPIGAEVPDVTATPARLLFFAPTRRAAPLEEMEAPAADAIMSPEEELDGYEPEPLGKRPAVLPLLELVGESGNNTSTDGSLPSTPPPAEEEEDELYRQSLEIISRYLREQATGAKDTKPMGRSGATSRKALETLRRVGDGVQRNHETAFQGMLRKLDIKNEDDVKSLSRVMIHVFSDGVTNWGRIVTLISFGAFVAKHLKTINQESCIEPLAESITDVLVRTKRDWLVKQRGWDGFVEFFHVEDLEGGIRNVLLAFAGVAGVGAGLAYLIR
Avidin bead fluor: compound fluoresces at 488/530 nm on avidin beads; compound fluorescence 488/530 nm, flow cytometry; stronger effect = higher value; fluorescence (KMESF) at 10 µM; actives 0.38% (n = 220,000); in the data active means fluorescence above about 47; further: inactives centre near 10
Rab2 wt GTP: changes GTP binding to wildtype dog Rab2A, up or down; GST-Rab2 wt beads, Bodipy-GTP binding, flow cytometry; actives 0.19% (n = 190,000); P61105; GTP binding activity, % at 10 µM;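 active means GTP binding activity at least 20 points away from 100%, either lowered or raised; inconclusive means signal likely due to the compound's own green fluorescence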;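 further: 0% = beads with excess unlabeled GTP and 100% = no-compound control corrected for plate trend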
Mcl1 Noxa PPI: Mcl-1/Noxa interaction inhibition | TR-FRET Mcl-1/Noxa peptide binding, 2 h | inhibition, % at 21.7 µM | actives 1.5% (n = 220,000) | AID 1022;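 active means compounds that cut the protein-peptide binding signal by more than 50% relative to plate controls in a single-dose test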;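 further: His-tagged Mcl-1 with rhodamine Noxa BH3 peptide and terbium anti-His antibody; 0% = Mcl-1 plus Noxa peptide wells and 100% = peptide-only wells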
Rab7 wt GTP bind: dog Rab7 wildtype GTP binding, inhibitors and activators. GST-Rab7 beads, fluorescent GTP binding, flow cytometry; actives lie on both sides; untreated = 100%, excess cold GTP = 0%. GTP binding activity (percent of control), % at 10 µM. actives 0.055% (n = 190,000). AID 758;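 active means fluorescent GTP binding to Rab7 beads changed by at least 20 points from the 100% baseline, either direction, mostly lower; inconclusive means compound itself probably fluorescent, or too few beads counted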;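 further: median green fluorescence of bound Bodipy-FL-GTP per Rab7 bead population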
Cdc42 wt GTP: human Cdc42 wildtype GTP binding change, either direction; P60953; GST-Cdc42 beads, Bodipy-GTP binding, flow cytometry; actives lie on both sides; percent activity (GTP binding), % at 10 µM; actives 0.2% (n = 190,000);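 active means percent activity GTP binding at least 20 points away from the 100% baseline, either down as inhibitor or up as activator; inconclusive means compound flagged as likely green fluorescent from well-wide comparison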;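 further: median bead fluorescence of bound Bodipy-FL-GTP at 100 nM; 0% = excess unlabeled GTP control and 100% = no compound control; below 100% means less GTP binding so inhibitor and above means activator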
Target sequence (P60953 whole entry, looked up): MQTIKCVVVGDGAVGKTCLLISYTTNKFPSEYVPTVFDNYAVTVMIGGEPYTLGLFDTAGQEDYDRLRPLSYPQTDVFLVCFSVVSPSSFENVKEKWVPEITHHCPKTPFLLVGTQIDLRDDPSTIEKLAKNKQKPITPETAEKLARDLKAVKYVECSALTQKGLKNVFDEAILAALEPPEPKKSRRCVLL
Rac1 mut GTP: alters GTP binding to activated mutant human Rac1 | P63000 | GST-Rac1 activated beads, fluorescent GTP binding, flow cytometry; actives lie on both sides; 100% means binding = to untreated wells | percent activity (GTP binding), % at 10 µM | actives 0.11% (n = 190,000) | AID 764;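 active means GTP binding at least 20 percentage points away from the 100% baseline, in either direction, so actives lie on both sides; inconclusive means Compound likely fluorescent itself, or too few beads counted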
Pf gametocyte: inhibitors of late stage P. falciparum gametocyte viability; P. falciparum stage V gametocytes, ATP luminescence, 24 h; inhibition, % at 10.9 µM; actives 0.065% (n = 150,000);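 active means inhibition above the mean plus 3 SD of compounds within the control limits, set per campaign, cut at about 38% in these data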;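 further: 0% = DMSO wells and 100% = medium only without gametocytes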
HRas wt GTP bind: changes GTP binding to wildtype human HRas; P01112; GST-Ras wt beads, Bodipy-FL-GTP binding, flow cytometry; actives lie on both sides; GTP binding activity, % at 10 µM; actives 0.14% (n = 190,000); AID 759;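 active means GTP binding activity at least 20% away from the 100% baseline, either lowered as inhibitor or raised as activator; inconclusive means flagged as likely green fluorescent, judged across all proteins in the well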;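 further: 0% = unlabeled GTP competition control and 100% = no-compound control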
Target sequence (P01112 whole entry, looked up): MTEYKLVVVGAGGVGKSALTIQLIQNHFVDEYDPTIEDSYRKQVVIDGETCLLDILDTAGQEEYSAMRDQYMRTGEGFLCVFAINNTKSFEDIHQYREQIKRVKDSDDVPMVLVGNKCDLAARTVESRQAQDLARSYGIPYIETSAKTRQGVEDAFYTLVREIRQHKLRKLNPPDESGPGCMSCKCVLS
Mcl1 Bid PPI: Mcl-1/Bid interaction inhibition. actives 0.97% (n = 220,000). TR-FRET Mcl-1/Bid-Dy647 peptide binding, 1536-well. inhibition, % at 21.7 µM. Q07820;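 active means compounds that cut the binding signal by more than half at the single screening dose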;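 further: His-tagged Mcl-1 with europium anti-His antibody binding Bid BH3 peptide; 0% = Mcl-1 plus peptide wells and 100% = peptide-only wells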
* = called active by the depositor; ? = inconclusive; nt = no result given.

compound	Rac1 wt modul	Bim-Mcl-1	Avidin bead fluor	Rab2 wt GTP	Mcl1 Noxa PPI	Rab7 wt GTP bind	Cdc42 wt GTP	Rac1 mut GTP	Pf gametocyte	HRas wt GTP bind	Mcl1 Bid PPI
CCCCCC/C(=N/O)c1ccccn1	101	0	12	97	17	95	97	100	nt	98	-7
CCOC(=O)C1CCCN(C2CCN(Cc3nc(Cc4ccccc4)no3)CC2)C1 (configuration not stated)	101	-1	4	100	3	105	96	98	-2	97	-33
Cc1ccc(C2CC2c2n[nH]c(=S)n2-c2cccc(C)c2)cc1 (configuration not stated)	98	-5	10	96	8	102	96	93	1	99	-20
CC1=NNC(=O)c2ccccc2O1	98	2	9	93	19	96	95	97	24	97	-24
COC(=O)c1ccc(CSc2n[nH]c(=S)s2)o1	?	-5	6	?	13	?	?	?	5	?	-45
CCNS(=O)(=O)c1ccc(CCC(=O)NCCc2ccc(OC)cc2)cc1	98	-2	11	96	12	94	98	94	15	97	3
CCCCCC(=O)Nc1ccc(Cc2ccncc2)cc1	102	3	11	100	-12	97	98	99	nt	101	2
COc1cccc(-c2cc(C(=O)N3CCN(Cc4ccccc4)CC3)no2)c1	101	-3	34	102	27	100	102	98	nt	101	-7
CC1(C(=O)NCc2cccnc2)CCC(=O)N1CCc1ccccc1 (configuration not stated)	104	-2	25	99	-3	99	99	99	nt	98	-3
COc1ccc(/C=C/C(=O)NC(=S)NNC(=O)c2cccnc2)cc1OC	105	-1	23	100	-68	104	102	98	32	101	-241
Cc1ccc(OCc2ccc(C(=O)N3CCOCC3)cc2)cc1C	105	-2	13	100	18	101	103	98	nt	99	3
Oc1ccc(/C=N/n2cnn(Cc3ccccc3Cl)c2=S)c(O)c1	101	-11	2	98	26	98	99	96	-8	97	-33
CCCn1c(-c2ccc[nH]c2=O)nc2cc(C)c(C)cc21	97	-1	6	98	10	99	93	97	-1	96	-45
CSc1ncccc1C(=O)OCC(=O)N(C)C1CCS(=O)(=O)C1 (configuration not stated)	104	-3	11	100	1	101	105	99	nt	101	-4
COc1ccc(N2CCN(C(=O)C3CCN(S(=O)(=O)c4ccc(C)cc4)CC3)CC2)cc1	101	0	10	97	31	103	99	95	nt	99	-6
O=C(/C=C/c1ccccc1[N+](=O)[O-])NCc1cccnc1	100	-4	12	98	0	97	100	98	21	96	14
CN1OC(COC(=O)c2ccc(Cl)cc2Cl)CC1c1ccccc1 (configuration not stated)	102	-3	16	103	14	103	103	100	-1	103	-8
CN(Cc1ccccc1)c1nc2c(c(=O)[nH]c(=O)n2C)n1Cc1ccccc1	94	1	32	92	0	96	91	93	32	92	-10
COC(=O)CNC(=O)CCCCC(=O)NCC(=O)OC	100	-3	11	97	-6	96	97	97	nt	97	-20
Cc1cc2c(cc1C)-c1nnnn1C(C)(C)C2	97	-1	11	98	6	94	100	96	nt	98	-11
CCOc1ccc2c(O)csc2c1	96	1	13	99	22	97	99	96	nt	98	-7
Cc1[nH]nc(-c2ccc(O)c(C)c2O)c1Oc1ccccc1	104	-2	36	101	11	95	101	102	-15	101	18
C=CCOC(=O)Nc1c(C(=O)OC)[nH]c2ccc(Cl)cc12	104	4	5	102	3	103	106	102	-22	104	-21
Cc1cc(OCCSc2nnc(-c3cccs3)n2C)ccc1Cl	104	-6	31	102	4	100	101	100	-13	100	-9
Cc1ccc(-c2cc(N)n[nH]2)cc1	105	0	12	107	39	101	109	102	nt	105	-18
CC1(C)CC(=O)c2cc(OCC(=O)NCCCN3CCN(c4ccccc4F)CC3)ccc2O1	102	0	36	99	3	99	100	98	nt	100	-3
CN(CCO)S(=O)(=O)c1ccc2c(c1)C(=NO)c1cc(S(=O)(=O)N(C)CCO)ccc1-2	100	5	9	99	39	105	98	97	8	100	83*
COc1ccc(OC)c(N2C(=O)CC(Cc3ccc(C)cc3)C2=O)c1 (configuration not stated)	105	5	3	97	13	95	98	101	nt	97	-1
CCN1C(=O)/C(=C\N(C)C)NC1=S	104	-4	15	100	16	101	98	101	-14	101	-19
Cc1c(C(=O)OCC(=O)Nc2ccc(C(N)=O)cc2)cccc1[N+](=O)[O-]	95	2	12	92	7	94	92	92	nt	93	-6
Cc1ccc(C2CC(=O)NC(SCC(N)=O)=C2C#N)s1 (configuration not stated)	102	-3	4	101	-5	100	98	95	24	100	-22
CC(C)NC(=O)c1ccccc1NC(=O)CCS(=O)(=O)Cc1ccccc1	103	0	9	103	1	105	104	100	nt	106	-24
Nc1nc(NC(=O)c2cccnc2)nn1-c1ccccc1	99	-5	14	100	18	98	101	99	nt	101	-22
COc1ccc(N(CC(=O)N/N=C/c2ccc(OC3CSC3)cc2)S(=O)(=O)c2ccccc2)cc1	101	-5	13	99	5	102	100	100	16	99	-23
CCOC(=O)c1ccc(NC(=O)CSc2nc3c(c(=O)n2CC)SC(C)C3)cc1 (configuration not stated)	100	0	6	100	25	99	97	98	nt	102	-9
CCOc1cc(CN2CCOCC2)cc(C(C)=O)c1	93	-4	12	97	30	98	97	92	6	95	24
CC(C)(C)n1nc2c(c1NC(=O)c1ccc(Br)o1)CS(=O)C2 (configuration not stated)	102	-5	9	98	-3	98	100	97	-2	100	-8
COc1ccc2[nH]c(=O)c(COC(=O)c3ccco3)cc2c1	97	-2	34	98	45	101	97	96	nt	99	27
Cc1c(-c2cccc(Cl)c2)nc2ccccc2c1C(=O)OC/C(O)=C(\C#N)c1nc2ccccc2[nH]1	94	0	10	96	-26	100	94	92	3	95	-88
O=C(Nc1ncc(Cc2ccc(SC(F)F)cc2)s1)c1ccc(OC(F)F)cc1	105	-5	4	98	-5	101	97	99	nt	100	-4
COc1cc(C(=O)N2CCN(C(=O)CC(C)C)CC2)cc(OC)c1OC	102	-3	120*	101	14	103	100	98	-22	97	-14
Cc1ccc(Nc2nc(N)nc(CN3CCN(Cc4ccc5c(c4)OCO5)CC3)n2)cc1Cl	97	-8	7	98	10	95	96	96	3	98	6
C=CCn1c(SCC(=O)Nc2cc(C)on2)nc2sc3c(c2c1=O)CCCC3	104	-1	5	100	17	98	104	100	nt	101	-2
COc1ccc(C2C/C(=N\O)C(C)(C)O2)cc1 (configuration not stated)	102	2	7	100	9	97	99	97	-8	98	-21
Cc1ccc(-n2c(N)c(-c3nc4ccccc4n3C)sc2=S)cc1	98	-13	14	99	-33	101	100	98	10	98	-19
CCC1=NN(C(=O)c2cccnc2)C(O)(C(F)(F)F)C1 (configuration not stated)	107	-2	14	103	18	104	104	102	-10	102	-32
Cc1ccc(SCC(=O)NCCN2C(=O)CSC2=O)c(C)c1	106	-1	34	104	6	98	102	100	nt	101	32
Cn1c(SCC(=O)c2ccccc2)nnc1-c1cccc(N)c1	100	8	-2	97	12	98	99	99	5	98	-20
Cc1nc(SCC(O)CO)c([N+](=O)[O-])[nH]1 (configuration not stated)	99	1	4	99	-1	97	100	98	21	99	-51
COc1ccc(-c2cc(-c3ccccc3)n[nH]2)c(O)c1	99	-1	7	99	35	108	98	96	nt	97	-3
COc1ccc(S(=O)(=O)Cc2ccc(C(=O)NCc3ccco3)o2)cc1	98	0	7	98	-3	96	97	97	nt	99	-19
Cc1cc(NC(=O)CNC(=O)C2CCCCC2)no1	104	2	5	101	9	100	105	100	-5	102	-18
OCCCCCNc1ncnc2ccccc12	102	-3	5	102	-9	96	101	101	-23	101	4
Cc1c(NC(=O)C(C)OC(=O)c2ccc(Br)o2)c(=O)n(-c2ccccc2)n1C (configuration not stated)	96	0	11	96	8	95	97	96	-15	96	-43
COc1cc(NC(=O)c2ccc(C)c([N+](=O)[O-])c2)ccc1NC(=O)c1ccco1	98	0	8	98	40	95	95	95	nt	98	15
COC(=O)c1sccc1NC(=O)c1c(-c2ccccc2)noc1C	102	-8	13	97	-16	98	98	99	-4	99	17
CCC(c1nnc(SCC(=O)N2CC3(C)CC2CC(C)(C)C3)o1)N(C)C (configuration not stated)	108	2	13	102	8	106	103	100	-8	101	-6
CC(=O)n1c2ccccc2c2c1c1ccccc1n2C	107	0	8	100	14	102	103	98	-8	103	-39
O=C(c1ccc2ccccc2c1)C1CCCN(C(=O)CN2C(=O)CSC2=O)C1 (configuration not stated)	100	-4	6	100	-2	99	100	97	-10	99	-31
CC(=O)Nc1cccc(/C(C)=N/NS(=O)(=O)c2ccccc2)c1	100	2	9	95	8	96	101	100	1	98	-28

Other structures follow.
compound	Rac1 wt modul	Bim-Mcl-1	Avidin bead fluor	Rab2 wt GTP	Mcl1 Noxa PPI	Rab7 wt GTP bind	Cdc42 wt GTP	Rac1 mut GTP	Pf gametocyte	HRas wt GTP bind	Mcl1 Bid PPI
CCC(=O)N1CCN(c2ccc(NC(=O)c3ccc(C#N)cc3F)cc2Cl)CC1	99	1	9	98	10	107	95	97	14	98	-16
COC(=O)c1[nH]c2ccccc2c1NC(=O)C(C)N1CCN(C(=O)c2ccco2)CC1 (configuration not stated)	96	-2	29	99	2	100	98	94	nt	99	-30
Cc1noc2ncc(C(=O)c3cc(F)ccc3O)cc12	102	-2	11	100	11	100	99	99	19	100	-43
CN=C1SC(CC(=O)Nc2c(C)cccc2C)C(=O)N1/N=C/c1cccs1 (configuration not stated)	103	-3	14	98	-7	99	96	100	-1	100	-12
CSc1nc(Oc2ccc(=O)[nH]n2)nc(N(C)C)n1	98	2	7	93	3	93	97	95	-3	97	-8
O=C(CSc1ncn[nH]1)N1N=C(c2ccc(Cl)cc2)CC1c1ccco1 (configuration not stated)	99	0	9	94	8	93	100	98	nt	95	-18
CCCCNC(=O)CCn1c(=S)[nH]c2cc3c(cc2c1=O)OCO3	105	-5	33	101	16	102	105	100	nt	102	-57
CCC1CCCCN1C1Sc2ccc(C(=O)OC)cc2NC1=O (configuration not stated)	110	-6	24	101	4	102	104	101	-10	101	-10

Part of the list above in order of length of the SMILES, largest number first:
compound	Rac1 wt modul	Bim-Mcl-1	Avidin bead fluor	Rab2 wt GTP	Mcl1 Noxa PPI	Rab7 wt GTP bind	Cdc42 wt GTP	Rac1 mut GTP	Pf gametocyte	HRas wt GTP bind	Mcl1 Bid PPI
CC(C)NC(=O)c1ccccc1NC(=O)CCS(=O)(=O)Cc1ccccc1	103	0	9	103	1	105	104	100	nt	106	-24
Cc1[nH]nc(-c2ccc(O)c(C)c2O)c1Oc1ccccc1	104	-2	36	101	11	95	101	102	-15	101	18
Cc1ccc(OCc2ccc(C(=O)N3CCOCC3)cc2)cc1C	105	-2	13	100	18	101	103	98	nt	99	3
